Compound activity (PubChem BioAssay)
MsrA inh: inhibits bovine methionine sulfoxide reductase A. hit rate 0.75% among 360,000. purified bovine MsrA, absorbance read-out. inhibition, % at 15.5 µM. AID 651718; in the data active = inhibition above about 4.5%;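 also: 0% = vehicle wells with enzyme and 100% = reference inhibitor wells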
SUMO1 PPI mod: SUMO1-SIM interaction modulation | P63165 | SUMO1 binding to a labelled peptide, TR-FRET, 1 h | inhibition, % at 20 µM | hit rate 0.33% among 360,000; in the data active = inhibition above about 37%
Target sequence (P63165 whole entry, looked up): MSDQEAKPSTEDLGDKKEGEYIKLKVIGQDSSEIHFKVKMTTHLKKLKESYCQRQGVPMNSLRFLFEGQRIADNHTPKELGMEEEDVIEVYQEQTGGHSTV
E coli Lon inh: E. coli protease La inhibition; hit rate 0.42% among 360,000; purified E. coli Lon protease, fluorescence polarization; inhibition, % at 7.94 µM; P0A9M0; in the data active = inhibition above about 13%, passing the limit was not always enough;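 also: 0% = enzyme with probe and DMSO and 100% = no enzyme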
DNMT1 inh: DNMT1 (human) enzyme inhibition; inhibition (reported as % activation of signal), % at 10 µM; DNMT1 molecular beacon, Hinp1I cleavage, fluorescence; AID 588458; P26358; hit rate 0.83% among 360,000; in the data active = inhibition above about 50%
TbMetRS inhib: blocks T. brucei methionyl-tRNA synthetase activity; purified T. brucei MetRS, ATP depletion, Kinase-Glo luminescence; inhibition, % at 11.9 µM; hit rate 0.4% among 360,000; AID 624268;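 active = inhibition above a per-plate cutoff of the control wells' mean inhibition plus 3 SD, cut at about 5.5% in these data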;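 also: 0% = DMSO wells median and 100% = median of wells with control inhibitor compound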
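technique = Kinase-Glo luminescence, ATP depletion format | system = purified MetRS (methionyl-tRNA synthetase) enzyme from Trypanosoma brucei | timing = 15 min preincubation, 2 h reaction, all 25 °C | evaluation = percent inhibition versus plate control medians | dosing = single dose, 11.9 µM final nominal, 0.9% final DMSO | also added = substrates ATP, L-methionine and bulk Escherichia coli tRNA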
NRP1-CendR mod: alters CendR peptide binding to human NRP-1; O14786; FAM-RPARPAR peptide binding to NRP-1, fluorescence polarization; inhibition, % at 25 µM; hit rate 0.85% among 360,000; AID 602438;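 active = inhibition or corrected inhibition above about 18%, plus a signal ratio from 0.5 to 1.5, limit read from the data, passing the limit was not always enough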; also: strong numbers were not always called active
STEP block: inhibitors of human striatal-enriched phosphatase STEP; P54829; recombinant STEP, OMFP fluorogenic substrate, fluorescence; inhibition, % at 20 µM; hit rate 0.25% among 360,000; AID 588621;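 active = inhibition at 20 µM, scaled per plate between control wells, above about 37%, limit read from the data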;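 also: 0% = DMSO with enzyme and substrate and 100% = substrate only without enzyme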
Target sequence (P54829 whole entry, looked up): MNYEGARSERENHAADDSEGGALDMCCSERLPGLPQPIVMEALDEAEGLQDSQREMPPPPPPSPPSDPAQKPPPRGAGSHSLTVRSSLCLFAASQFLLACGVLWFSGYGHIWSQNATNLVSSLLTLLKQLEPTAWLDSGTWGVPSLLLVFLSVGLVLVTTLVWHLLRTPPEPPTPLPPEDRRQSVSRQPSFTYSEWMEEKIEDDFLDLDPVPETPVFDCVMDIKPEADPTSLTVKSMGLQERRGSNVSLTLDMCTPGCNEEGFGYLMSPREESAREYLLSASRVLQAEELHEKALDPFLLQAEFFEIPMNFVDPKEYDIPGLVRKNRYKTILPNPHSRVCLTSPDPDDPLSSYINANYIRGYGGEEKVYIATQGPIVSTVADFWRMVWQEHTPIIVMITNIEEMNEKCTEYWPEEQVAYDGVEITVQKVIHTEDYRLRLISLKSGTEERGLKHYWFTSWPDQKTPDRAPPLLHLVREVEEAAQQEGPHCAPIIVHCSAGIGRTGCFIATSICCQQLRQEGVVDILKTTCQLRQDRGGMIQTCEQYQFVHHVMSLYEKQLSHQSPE
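Assay system: isolated STEP enzyme / Timing: 20 min at room temperature, dark / Doses: 20 µM, 1% DMSO / Technique: fluorescence intensity, excitation 480 nm, emission 540 nm / Reagent: fluorogenic phosphatase substrate OMFP at 25 µM final / Measure: percent inhibition scaled to no-enzyme and uninhibited-enzyme controls, plate-pattern corrected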
LMPTP inh: LMPTP (human) inhibition | recombinant LMPTP-A, OMFP fluorogenic substrate, fluorescence intensity | hit rate 0.22% among 360,000 | AID 651560 | inhibition, % at 20 µM | P24666;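 active = compounds that cut the enzyme signal by at least half of the control window in the single-dose screen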;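 also: plate controls were DMSO wells with enzyme plus substrate for no effect and substrate without enzyme for full effect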
Target sequence (P24666 whole entry, looked up): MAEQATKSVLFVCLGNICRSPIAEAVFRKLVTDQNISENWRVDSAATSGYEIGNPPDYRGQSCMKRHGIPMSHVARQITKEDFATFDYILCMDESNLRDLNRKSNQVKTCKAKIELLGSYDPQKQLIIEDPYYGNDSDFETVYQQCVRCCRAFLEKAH
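Test system: LMPTP-A, protein tyrosine phosphatase of low molecular weight; Input: 0.625 nM enzyme; Incubation: 50 min dark incubation at room temperature; Signal: endpoint fluorescence intensity from OMFP dephosphorylation; Read-out basis: % inhibition versus control wells.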
Scp-1 inhibitor: blocks human Scp-1 phosphatase activity. AID 493091. Recombinant Scp1, phosphopeptide, malachite green phosphate absorbance. hit rate 0.88% among 340,000. Q9GZU7. inhibition, % at 20 µM;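 active = inhibition above about 50% at 20 µM, limit read from the data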;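 also: plate controls were DMSO wells with enzyme for no effect and wells lacking enzyme for full effect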
Target sequence (Q9GZU7 76-261 limits assumed): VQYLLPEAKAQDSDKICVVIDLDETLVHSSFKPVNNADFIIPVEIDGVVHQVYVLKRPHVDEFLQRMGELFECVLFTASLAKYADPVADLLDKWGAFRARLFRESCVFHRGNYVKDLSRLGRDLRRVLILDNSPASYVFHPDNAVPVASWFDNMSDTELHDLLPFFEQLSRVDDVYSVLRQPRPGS
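Material: truncated SCP-1 phosphatase (76-261aa) / Buffer or medium: 50 mM Tris acetate pH 5.5, 0.005% Tween-20, 10 mM MgCl2 / Compound dosing: one concentration, 20 µM, with 1.0% DMSO / Incubation: 45 min room-temperature reaction, 5 min colour, 30 min stabiliser / Detection: colorimetric free-phosphate detection, absorbance 630 nm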
bovine MsrA act: bovine methionine sulfoxide reductase A activation; purified bovine MsrA, absorbance read-out; activation, % at 10.6 µM; hit rate 0.3% among 360,000; AID 602163; in the data active = activation above about 7.5%;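 also: 0% = vehicle and 100% = reference activator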
An asterisk follows results filed as active; / = no result given; & = joins results of further samples. Outcome played no part in choosing rows; 4.3% or so of the library scored in one or more.

SMILES	MsrA inh	SUMO1 PPI mod	E coli Lon inh	DNMT1 inh	TbMetRS inhib	NRP1-CendR mod	STEP block	LMPTP inh	Scp-1 inhibitor	bovine MsrA act
CCOC(=O)N(CC)OC(=O)Nc1ccc(Cl)cc1	-1.6	-4	4	10	0.2	13	-1	-0.6	-7	-1
COc1ccc(S(=O)(=O)N[C@H](C(=O)O)C(C)C)cc1	-0.8	3	1	0	0.0	2	-1	0.8	-7	2
O=C(CCn1c(=S)oc2ccccc21)Nc1ccccc1Br	0.3	4	7	10	-0.9	-2	3	0.0	-8	-2
N#Cc1nc(COc2ccc(F)cc2)oc1N1CCC(Cc2ccccc2)CC1	0.5	-3	-9	4	-1.4	2	2	2.2	-10	-12
S=C(Cc1ccccc1)N1CCOCC1	-0.9	3	5	5	-0.3	5	-3	-1.3	-3	-2
O=C(Nc1cc(Cl)cc(Cl)c1)C(c1ccccc1)N1CCCCC1 (stereo not drawn)	-0.8	0	-11	0	-1.2	6	-2	0.3	1	-9
CNc1cccc(-c2cccc(C(=O)N3CCOCC3)c2)n1	-0.4	4	-22	-1	0.1	6	3	0.0	/	-1
COC(=O)c1c(NC(=O)C2CC(C)=C(C)CC2C(=O)O)sc2c1CCCCC2 (stereo not drawn)	0.1	12	-12	1	-0.2	-1	4	2.1	-8	-1
Cc1cccc(C(=O)NCC(=O)OCC(=O)c2ccc(C)s2)c1	1.0	-7	-4	1	0.2	-10	1	-0.7	-7	-2
CC1(CCC(=O)N2CCCC(N3CCN(c4ccc(F)cc4)CC3)C2)CC1 (stereo not drawn)	0.5	-7	13*	0	-0.4	1	0	-0.9	-4	-2
Cc1cc(S(=O)(=O)Nc2ccc3cn[nH]c3c2)c(C)cc1Cl	-2.0	5	5	-3	1.9	-15	-3	-0.1	-5	-4
COc1ccccc1NC(=S)N1CCC(NC(=O)c2ccco2)CC1	-1.4	-4	-6	2	-0.4	-8	0	-0.3	0	-5
CC(=O)NC1=NN(C(C)=O)C(C)(c2ccc(C)o2)S1 (stereo not drawn)	2.7	0	-4	1	-0.1	4	-11	0.3	-5	-4
COc1ccc(CSCC(=O)N/N=C/c2ccc(OCC(=O)NCc3ccco3)cc2)cc1	0.2	-1	-10	-1	-0.7	-5	-2	2.0	-2	0
CC(O)Cc1cn([C@@H](CCCCN)C(=O)N2CCNCC2)nn1 (stereo partly drawn)	-0.2	-13	5	1	-0.1	6	2	-8.1	-4	-2
O=C(CN1C(=O)COc2ccc(S(=O)(=O)N3CCCC3)cc21)Nc1cccc(F)c1	0.6	1	-5	-2	0.2	6	0	0.4	16	-1
CCOc1ccc(-c2nc(-c3ccncc3)no2)cc1OCC	0.4	-2	1	0	-0.4	-7	-1	0.4	-2	0
O=C(NCc1cccnc1)c1ccc([N+](=O)[O-])cc1	-0.4	-27	6	1	0.1	6	0	-0.3	-4	1
Cc1cc(C(F)(F)F)nc(SCC(=O)Nc2nccs2)n1	1.7	1	2	0	0.0	4	-1	-0.3	-8	2
CNC(=O)Nc1ccccc1F	-0.8	3	7	-1	-0.6	-4	-26	-2.7	1	-11
CCC(CC)C1C(C#N)=C(N)Oc2n[nH]c(-c3ccccc3)c21 (stereo not drawn)	-0.8	3	4	-5	-0.4	1	-2	2.2	-6	0
Cc1ccc2c(c1)C(c1ccccc1)C(=O)O2 (stereo not drawn)	-1.3	3	5	2	0.3	2	-4	-0.2	-9	-4
CN(NC(=O)c1ccccc1)c1ncc(C(F)(F)F)cc1Cl	0.1	0	2	0	-0.7	-11	-1	1.0	-4	-2
O=C1OCCN1c1c(-c2ccccc2)c(N2CCOCC2)nc2ccccc12	2.8	2	-6	3	-0.3	13	-2	-1.0	-11	-5
COc1ccc(-c2[nH]ncc2CN(C)Cc2cccnc2)c(OC)c1	-1.3	0	10	1	-0.1	-2	-5	-3.5	8	-4

Only LMPTP inh, DNMT1 inh and MsrA inh (4 entries from above):
SMILES | LMPTP inh | DNMT1 inh | MsrA inh
CCOc1ccc(-c2nc(-c3ccncc3)no2)cc1OCC | 0.4 | 0 | 0.4
O=C(Nc1cc(Cl)cc(Cl)c1)C(c1ccccc1)N1CCCCC1 (stereo not drawn) | 0.3 | 0 | -0.8
O=C(CN1C(=O)COc2ccc(S(=O)(=O)N3CCCC3)cc21)Nc1cccc(F)c1 | 0.4 | -2 | 0.6
Cc1cc(S(=O)(=O)Nc2ccc3cn[nH]c3c2)c(C)cc1Cl | -0.1 | -3 | -2.0

More compounds
SMILES	MsrA inh	SUMO1 PPI mod	E coli Lon inh	DNMT1 inh	TbMetRS inhib	NRP1-CendR mod	STEP block	LMPTP inh	Scp-1 inhibitor	bovine MsrA act
CCN(CC(=O)Nc1c(F)cccc1F)C(=O)c1cc(S(=O)(=O)N(C)C)ccc1N1CCCC1	0.2	0	-12	0	0.4	5	-1	-0.1	-2	0
CCC1(C)N=c2c(c(=O)n(C)c(=O)n2C)=NO1 (stereo not drawn)	-0.5	-15	-9	-1	-0.4	3	2	-1.3	-5	-4
CCc1ccc(N2CC(C)Cn3c2nc2c3c(=O)n(CCN3CCOCC3)c(=O)n2C)cc1 (stereo not drawn)	1.0	6	6	2	0.3	-1	5	-0.5	-13	4
N#Cc1c2c(c(Nc3ccc(F)cc3)n3c1nc1ccccc13)CCCC2	0.3	-9	4	4	-0.3	-12	1	-0.2	1	-3
CC(C)(C)C(=O)Nc1nnc(SCC(=O)Nc2nccs2)s1	-0.3	1	-9	1	-0.1	6	0	-0.5	-10	-3
Cc1cc(NC(=O)c2ccc3c(c2)C(=O)N(c2cccc(C)c2C)C3=O)no1	0.7	-21	-7	5	-0.4	-11	-1	2.6	-10	-1
Cc1ccc(NC(=O)Cn2c(=O)n(CCCC(=O)NCc3ccco3)c(=O)c3ccccc32)cc1	-0.9	-2	-1	3	-0.3	7	-3	1.2	-7	-1
CCN(CC)S(=O)(=O)c1ccc(N2CCOCC2)c(NC(=O)C2=COCCO2)c1	1.1	4	-5	-1	-0.5	3	2	0.1	-7	-6
Cn1c(SCC(=O)N2CCCc3ccccc32)nc2cccnc21	0.0	2	-3	0	-0.5	2	2	-1.2	-3	0
CCN1CCN(Cc2ccc(NC(=O)c3cc(NC(=O)c4cc(-c5ccc(OC)cc5)n[nH]4)cc(OC)c3)cc2C(F)(F)F)CC1	-0.3	-94	3	-33	-0.1	17	1	1.4	-11	-3
CCc1c(N=O)c(-c2ccccc2)n(O)[n+]1[O-]	0.6	-3	1	7	-0.1	5	-1	-0.1	/	-3
ON=C(CCc1ccccc1)c1ccccc1	-0.4	1	-6	2	-0.2	-5	-2	-0.5	0	0
O=C(O)c1ccc(CNCc2ccc(Cl)cc2Cl)cc1	0.9	-4	0	-1	0.0	-2	0	-2.1	-7	-4
CCCCNC(=O)c1ccc(Cn2c(=S)[nH]c3c([nH]c4ccc(OC)cc43)c2=O)cc1	-0.7	5	-9	26	-0.1	-12	-2	-1.3	-2	-3
CN(Cc1ccc(C(F)(F)F)cc1)C(=O)[C@H]1O[C@@H](n2ccc(=O)[nH]c2=O)[C@H](O)[C@@H]1O	1.3	4	-8	2	-1.0	1	-1	-2.9	/	-6
Cc1cc(O)c2c(c1)C(=O)[C@@]13Oc4c5c(c(O)c6c(O)cc(C)cc46)C(=O)C[C@H](O)[C@H]5[C@@H]1[C@@H](O)CC(=O)C3=C2O	/	-2	20*	19	0.5	6	2	4.5	4	-3
Nc1nc(SCc2cccc(Br)c2)n[nH]1	0.9	0	5	-6	-0.4	5	1	-1.3	1	-2
CN(C)/C=C/C(=O)c1ccccc1OCc1cnc(Cl)s1	-0.4	17	-2	-1	-0.2	10	-1	1.1	-7	1
COc1ccc(NC(=O)Cn2c(=O)oc3cc(S(=O)(=O)N4CCCC4)ccc32)cc1	0.2	1	12	1	0.5	-6	0	0.2	-5	2
COc1ccc(C)cc1NC(=O)CCC(=O)Nc1nnc(C(F)(F)F)s1	-0.5	1	-3	6	-1.2	4	-5	-0.8	0	-10
CNS(=O)(=O)c1cccc(C(=O)NNC(=O)c2ccc(COc3ccccc3)cc2)c1	-0.7	-2	-15	-2	0.3	12	4	1.1	-1	-3
Cn1c(SC(C(=O)Nc2ccc(F)cc2)c2ccccc2)nc2ccccc21 (stereo not drawn)	-1.0	-3	-1	0	0.2	0	-1	2.6	-1	-4
CC1(C(=O)NS(=O)(=O)c2ccc3c(c2)CCO3)CCN1C(=O)Cc1ccc(-c2ccccc2)cc1 (stereo not drawn)	0.5	4	5	6	-0.1	-2	0	2.6	/	-3
COC(=O)/C=C/C(=O)Nc1ccc(O)c(Cl)c1	0.9	11	-6	-20	-0.1	11	1	-4.9	-3	-3
CC(=O)c1cccc(CN2CCCC(C(=O)c3ccc4c(c3)OCO4)C2)c1 (stereo not drawn)	-0.3	0	-1	2	0.2	-4	-2	-0.9	-8	-2
Going on with the list.
SMILES	MsrA inh	SUMO1 PPI mod	E coli Lon inh	DNMT1 inh	TbMetRS inhib	NRP1-CendR mod	STEP block	LMPTP inh	Scp-1 inhibitor	bovine MsrA act
CCCC1C2C(=O)N(c3ccc(OC)cc3)C(=O)C2ON1c1ccccc1 (stereo not drawn)	-1.1	-1	-5	2	-0.9	4	1	-1.0	-7	-5
CCc1ccccc1NC(=S)Nn1cnnc1	0.2	-1	-1	-1	-0.7	-1	0	6.8	/	-6
CCCNC(=O)C1(C)CCCN(Cc2cccn2C)C1 (stereo not drawn)	-0.6	2	-4	0	-0.2	9	2	5.2	/	-4
COc1cc(C=O)ccc1OS(=O)(=O)c1ccccc1[N+](=O)[O-]	0.2	-12	-7	1	0.0	2	1	-0.3	-1	-2
c1ccc(CCNc2nc(-c3ccncc3)cs2)cc1	1.7	-12	-1	-1	-0.7	-1	5	-0.9	2	-9
CCN(CC)S(=O)(=O)c1cc(C(=O)NCCN2CCOCC2)ccc1Cl	-0.4	0	5	-1	-0.2	0	0	-2.8	-7	0
Cc1ccccc1OCC(=O)Nc1c2c(nn1C(C)(C)C)CS(=O)(=O)C2	0.1	-4	-4	-2	-0.8	12	0	-0.4	7	-8
COc1ccc(CN2C(=O)C(CC(C)C)Nc3ncnc(N4CCN(c5ccccc5)CC4)c32)cc1 (stereo not drawn)	0.0&0.8	2&0	-9&-6	-11&-16	-0.2&-0.5	-15&1	0&2	1.3&2.7	11	-8&-4
CC(C)Sc1cc(N2CCCC2)nc(-c2ccccc2)n1	2.0	3	2	-3	0.6	1	3	-0.9	-2	0
CC(C)(C)c1ccc(C(=O)NNc2cc(N3CCCCC3)nc(N3CCCCC3)n2)cc1	-0.7	3	-93	-6	-0.2	4	2	2.2	19	2
O=C(CS(=O)(=O)Cc1ccccc1)Nc1ccccn1	-0.2	0	-9	6	0.3	-4	-2	-1.6	-8	0
